Bioassay records deposited in PubChem by National Center for Advancing Translational Sciences (NCATS).
GLS inhibitor – qHTS for Inhibitors of Glutaminase (GLS) | Glutaminase kidney isoform, mitochondrial (Homo sapiens), O94925 | GLS enzymatic activity, qHTS titration | Potency, µM (doses to about 45.5 µM), without a hit: at the top dose activity change, negative = inhibition, usual class: inhibitors | 410,000 compounds, 0.21% hits; note: potency is the fitted concentration of half-maximal effect; % is set by controls: 0 for no effect and ±100 for the full control effect
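Human kidney-isoform GLS in 45 mM KH2PO4 pH 8.2, 0.02% Tween-20, with compound, started with 1mM L-Glutamine (added stock). Glutamate oxidase/HRP/Amplex red coupled fluorescence read at start and after 30 min at RT.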
Pin1 inhibitor – qHTS Assay to Find Inhibitors of Pin1; 390,000 compounds, 0.009% hits; Pin1 FP peptide displacement, HiFluor488, 10 min; Peptidyl-prolyl cis-trans isomerase NIMA-interacting 1 (Homo sapiens), Q13526; Potency, µM (titrated, usually from 115 µM), inactives show at the top dose activity, negative = inhibition, hits mostly inhibitors; active = well fitted inhibition curve with a large enough effect in the polarisation, with a control signal flat, not every such curve was filed as active; inconclusive = small, poorly fitted or top-dose-only effect, or effect the other way, or a change in a side signal; inactive = no such curve, though single readings can be large or run the other way; the % refers to the polarisation; note: potency is the fitted concentration of half-maximal effect; % is set by controls: 0 for no effect and ±100 for the full control effect
Target sequence (Q13526 whole entry, looked up): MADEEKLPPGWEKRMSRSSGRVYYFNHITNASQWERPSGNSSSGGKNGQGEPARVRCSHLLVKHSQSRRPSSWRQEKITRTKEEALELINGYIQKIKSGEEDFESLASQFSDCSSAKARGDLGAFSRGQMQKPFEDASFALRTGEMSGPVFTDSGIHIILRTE
HP1b chromo inh – HTS for Inhibitors of HP1-beta Chromodomain Interactions with Methylated Histone Tails; Chromobox protein homolog 1 (Homo sapiens), P83916; AlphaScreen HP1-beta / biotin-H3K9me3 peptide binding; Potency, µM (series often up to 114 µM), for the others: top-dose activity change, negative = inhibition, actives largely listed as inhibitors; 390,000 compounds, 0.56% hits; note: potency is the fitted concentration of half-maximal effect; nearly all actives have a fitted effect of over 70% in size; inactives centre near 23
Target sequence (P83916 whole entry, looked up): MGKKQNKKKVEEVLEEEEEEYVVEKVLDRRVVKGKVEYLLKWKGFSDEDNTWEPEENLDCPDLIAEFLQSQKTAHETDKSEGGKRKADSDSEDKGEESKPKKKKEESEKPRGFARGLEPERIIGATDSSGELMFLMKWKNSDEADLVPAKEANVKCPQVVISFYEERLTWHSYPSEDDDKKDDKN
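AlphaScreen: HP1-beta (50 nM) preformed 30 min with biotin-H3(1-18)K9me3 peptide (50 nM) in PBS pH 7.4, 0.01% Tween-20. Compound added for 30 min at RT, then streptavidin donor/nickel chelate acceptor beads (10 ug/mL) for 30 min.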
G9a block – qHTS Assay for Inhibitors of Histone Lysine Methyltransferase G9a; Histone-lysine N-methyltransferase EHMT2 (Homo sapiens), Q96KQ7; G9a H3K9 monomethylation, AlphaScreen, 2 h; Potency, µM (titrated, usually from 102 µM), inactives show top-dose activity, negative = inhibition, most hits filed as inhibitors; 350,000 compounds, 8.8% hits; note: potency is the fitted concentration of half-maximal effect; % is set by controls: 0 for no effect and ±100 for the full control effect; nearly all actives have a fitted effect of over 75% in size
Target sequence (Q96KQ7 913-1193 limits assumed): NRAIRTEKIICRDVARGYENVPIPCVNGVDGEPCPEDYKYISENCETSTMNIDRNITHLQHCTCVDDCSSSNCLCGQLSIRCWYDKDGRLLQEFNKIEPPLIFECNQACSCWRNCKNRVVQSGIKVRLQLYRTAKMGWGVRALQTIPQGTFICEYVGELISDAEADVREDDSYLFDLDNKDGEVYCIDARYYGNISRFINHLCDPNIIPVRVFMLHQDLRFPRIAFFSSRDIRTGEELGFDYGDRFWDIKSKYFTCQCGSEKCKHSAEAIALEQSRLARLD
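G9a (20 nM) was preincubated 15 min with compound, then reacted 2 h at room temperature with 500 nM biotin-H3K9 peptide and 20 µM SAM. Monomethyl-H3K9 detected by AlphaScreen using anti-H3K9me1 antibody.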
PI4K2A block – qHTS for small molecular inhibitors of PI4K2A; purified PI4K2A, ADP-Glo luminescence, 1 h; stronger effect = lower value; activity change, negative = inhibition, % at 76.9 µM; 420,000 compounds, 0.13% hits; in the data active = activity change below about -50%; inconclusive = mostly about -30% to -49%;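 note: -100% = wells without enzyme as full effect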
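In this quantitative HTS, ADP production by PI4K2A was quantified luminescently after 1 h at ambient temperature; 100 microM adenosine served as plate-quality control.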
ERG-DNA inh – qHTS for Small Molecule Inhibitors of the ERG Ets/DNA interaction | Transcriptional regulator ERG (Homo sapiens), P11308 | fluorescence polarization, His-ERG Ets domain / labelled DNA | Potency, µM (doses to about 76.9 µM), for inactives: top-dose FP activity, negative = inhibition, hits mostly inhibitors | 370,000 compounds, 0.028% hits; active = well fitted inhibition curve with a large enough effect in the polarisation, with a control signal flat; inconclusive = small, poorly fitted or top-dose-only effect, or effect the other way, or a change in a side signal; inactive = no such curve, though single readings can be large or run the other way; the % refers to the polarisation;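 note: polarization taken with two DNA probes labelled with fluorescein and Texas red; potency is the fitted concentration of half-maximal effect; % of control where 0% means no effect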
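His-tagged ERG Ets domain (1 uM in the protein solution; 300mM KCl, 50mM Tris-HCl, 1mM EDTA, 1mM DTT, pH 7.5) received compound, then a probe mix of 5 nM fluorescein-DNA and 100nM Texas-615-DNA. Fluorescence polarization was read for both dyes.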
JMJD2A Tudor inh – qHTS Assay for Inhibitors of JMJD2A-Tudor Domain; Potency, µM (top dose mostly 114 µM), inactives show top-dose activity change, negative = inhibition, actives largely listed as inhibitors; AlphaScreen JMJD2A-Tudor / H3K4me3 peptide binding; 390,000 compounds, 4.4% hits; note: potency is the fitted concentration of half-maximal effect; % is set by controls: 0 for no effect and ±100 for the full control effect; nearly all actives have a fitted effect of over 50% in size
BAZ2B block – qHTS Assay for Inhibitors of BAZ2B | 360,000 compounds, 4.4% hits | Potency, µM (titrated, usually from 114 µM), for the others: top-dose activity change, negative = inhibition, usual class: inhibitors | AlphaScreen BAZ2B-H3K14Ac peptide displacement | AID 504333, 2011 | Bromodomain adjacent to zinc finger domain protein 2B (Homo sapiens), Q9UIF8; note: potency is the fitted concentration of half-maximal effect; % is set by controls: 0 for no effect and ±100 for the full control effect; nearly all actives have a fitted effect of over 60% in size
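AlphaScreen displacement of biotin-H3(5-23)K14Ac peptide (50 nM final) from BAZ2B (50 nM final) in PBS pH 7.4, 0.01% Tween-20; complex preformed 30 min RT, then compounds (top 110 uM) 30 min RT, beads 20 min dark.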
PGK inhibitor – qHTS Assay to Find Inhibitors of Phosphoglycerate Kinase. 380,000 compounds, 0.043% hits. Potency, µM (series often up to 57.5 µM), for the others: at the top dose activity change, negative = inhibition, hits mostly inhibitors. AID 602233, 2012. PGK/GAPDH coupled, Kinase-Glo luminescence, 60 min. Phosphoglycerate kinase, glycosomal (Trypanosoma brucei brucei), P07378; note: potency is the fitted concentration of half-maximal effect; % is set by controls: 0 for no effect and ±100 for the full control effect; nearly all actives have a fitted effect of over 60% in size
Target sequence (P07378 whole entry, looked up): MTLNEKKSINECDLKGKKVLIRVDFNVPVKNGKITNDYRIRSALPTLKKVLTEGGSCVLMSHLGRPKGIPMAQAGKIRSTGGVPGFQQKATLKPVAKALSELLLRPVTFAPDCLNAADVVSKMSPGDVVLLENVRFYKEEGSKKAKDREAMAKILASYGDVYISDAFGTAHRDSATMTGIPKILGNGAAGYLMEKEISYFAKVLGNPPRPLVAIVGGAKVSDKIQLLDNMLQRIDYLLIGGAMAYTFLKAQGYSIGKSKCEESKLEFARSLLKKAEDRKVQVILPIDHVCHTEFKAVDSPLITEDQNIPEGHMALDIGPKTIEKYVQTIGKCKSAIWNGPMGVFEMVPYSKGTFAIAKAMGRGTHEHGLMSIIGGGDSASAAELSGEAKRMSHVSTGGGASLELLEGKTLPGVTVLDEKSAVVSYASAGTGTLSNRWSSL
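Luminescent ATP detection (Kinase-Glo Plus) follows a 60-minute room-temperature incubation, with wells lacking PGK as controls. Buffer: 100 mM TEA (pH 7.6), 5 mM MgCl2, 0.01% Tween-20. Coupling enzyme GAPDH (100 nM final) supplies unstable 1,3-BPG in-well.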
Starred values were filed as active, the others as inactive; i = inactive; ? = inconclusive; . = no result given; [ ] = remark or other dose. Unless noted, calls come from the whole dose curve; as a rule, active = well fitted curve in the direction sought with a large enough effect; inconclusive = small, poorly fitted or top-dose-only effect, or another doubt; inactive = no such curve, though single readings can be large; an effect the other way counts as inactive or inconclusive.

SMILES	GLS inhibitor	Pin1 inhibitor	HP1b chromo inh	G9a block	PI4K2A block	ERG-DNA inh	JMJD2A Tudor inh	BAZ2B block	PGK inhibitor
C/C(=N\Nc1ccc(Cl)c(C(=O)O)c1)c1ccccn1	4%	-10%	28%	.	10	-25%	5%[11.4 µM]	-14%	-1%
CC(SCc1ccccc1)C(=O)Nc1ccccc1Br (stereo unspecified)	-4%	-6%	190%[activator]	.	-4	6%	95%[activator]	255%[activator]	-10%
CC(=O)Nc1cc(NC(=O)C2C3C=CC(C3)C2C(=O)O)ccc1Cl (stereo unspecified)	-7%	-6%	27%	6%[59 µM]	2	-7%	-17%	8%	-1%
CCOC(=O)N1CCc2c(sc(NC(=O)CN3CCOCC3)c2C(=O)Nc2ccccc2)C1	4%	2%	-5%	?	0	?	-20%	?	-4%
CC1CC(C(F)(F)C(F)(F)F)n2nc(C(=O)O)cc2N1 (stereo unspecified)	16µM*	-12%	17%	3%[59 µM]	3	2%	-18%	?	-15%
Cc1ccc(NC(=O)c2ccc3ccccc3n2)nc1	-3%	1%	45%[activator]	-13%	-1	-4%	9%	-1%	-1%
Cc1ccc(SCC(=O)Nc2ccc(N3CCOCC3)cc2)c(C)c1	8%	?	20%	0%	4	2%	-9%	-4%	-6%
CC(=O)NCCn1c(SCC#N)nc2ccccc2c1=O	3%	-3%	17%	-4%[59 µM]	2	5%	-11%	-17%	-11%
CCn1ncc(CN2CCC(Oc3ccc(C(=O)N4CCCC4)cc3)CC2)c1C	-3%	-1%	34%	20%[0.0925 µM]	0	3%	2%	1%	-5%
Cc1cccc2sc(NS(C)(=O)=O)nc12	-4%	-11%	49%[activator]	-16%	-1	6%	-1%	?	-9%
CC(C)c1ccc(CNc2nc3nc4c(c(=O)n3[nH]2)CCC4)cc1	-6%	0%	38%[activator]	-5%	6	6%	1%	-10%	i
CC(=O)Nc1ccc(S(=O)(=O)Nc2ccccc2C(=O)N2CCCCC2)cc1	-13%	0%	20%	6%[12.7 µM]	-1	-15%	6%	-6%	-5%
Cc1cccc(OCc2nc(-c3ccc(-n4cccc4)cc3)no2)c1	3%	-2%	43%[activator]	?	6	-8%	-15%	-6%	-8%
Cc1ccc(-c2nnc(N3CCN(C(=O)CN4CCOCC4)CC3)c3ccccc23)cc1	-12%	-1%	6%	20%[59 µM]	5	4%	-7%	6%	-8%
CCOc1cc(N2CCOCC2)c(OCC)cc1NC(=O)COC(=O)c1cc(C)cc(C)c1	-5%	0%	0%	?	-1	6%	-20%	-35%	-5%
O=C(Nc1cccc(Cl)c1Cl)c1cc(S(=O)(=O)NCc2ccc3c(c2)OCO3)ccc1F	0%	2%	-4%	12%[59 µM]	2	3%	-13%	5%	-12%
Cc1oc(C(C)(C)C)cc1C(=O)N1CCN(c2ncccc2C(F)(F)F)CC1	-8%	-6%	17%	.	-1	-1%	-12%	-15%	2%
COc1ccc(-n2c(Cc3cc(=O)[nH]c(=O)[nH]3)nnc2SCC(=O)Nc2ccccc2)cc1	4%	-4%	-12%	?	1	1%	?	7%	4%
O=C(N/N=C/c1ccc(O)cc1)c1cc[n+](Cc2ccccc2)cc1	-26%	0%	22%	?	-9	0%	-18%	-6%	-5%
CC1CC(C)CN(S(=O)(=O)c2ccc(NN)nc2)C1 (stereo unspecified)	-11%	1%	40%[activator]	-4%	0	3%	-16%	-9%	i
COc1ccc(-c2n[nH]c3c2C(c2ccc(Cl)cc2Cl)NC3=O)cc1 (stereo unspecified)	18%	-3%	-4%	?	-2	5%	?	.	3%
O=C(Cc1ccc(NC(=O)C2CCCN(C(=O)CCc3ccccc3)C2)cc1)Nc1cccc(C(=O)N2CCCCC2)c1 (stereo unspecified)	-3%	?	72%[activator]	.	-2	7%	-17%	.	-9%
Cc1nonc1NC(=O)OC1CCCCC1	7%	-1%	10%	21%[12.7 µM]	-3	3%	-13%	-7%	-3%
COc1cc(C(=O)OCC(=O)NC2CCS(=O)(=O)C2)c([N+](=O)[O-])cc1OC (stereo unspecified)	-8%	9%	21%	-1%	0	6%	6%	-10%	-7%
C/C(=N\Nc1ccccc1C)c1cccnc1	-25%	-1%	11%	1.4µM*	0	15%	50µM*	?	5%
SMILES	GLS inhibitor	Pin1 inhibitor	HP1b chromo inh	G9a block	PI4K2A block	ERG-DNA inh	JMJD2A Tudor inh	BAZ2B block	PGK inhibitor
COc1ccccc1-c1cc(C(F)(F)F)nc(S(=O)(=O)CCCC(=O)Nc2cc(OC)c(OC)c(OC)c2)n1	10%	?	45%[activator]	?	-1	0%	-16%	0%	4%
CCc1nnc(NC(=O)C2CCCN(c3nc(C)cc(C)n3)C2)s1 (stereo unspecified)	0%	?	29%	-4%	2	-16%	-2%	-5%	-9%
Cc1onc(-c2c(Cl)cccc2Cl)c1C(=O)N=C(N)N1CC(C)OC(C)C1 (stereo unspecified)	2%	1%	28%	-1%	4	-3%	-6%	-2%	4%
C/C(CC(=O)Nc1ccc(C)c(Cl)c1)=N\NC(=O)Cc1cnc(N)s1	3%	-6%	54%[activator]	18%	-1	15%	-28%	-12%	i
COc1ccccc1NC(=O)C1C2C=CC(C2)C1C(=O)NCc1cccnc1 (stereo unspecified)	1%	-2%	29%	21%	-3	7%	-28%	1%	i
COc1cc(C(=O)N/C(=C\c2cn(C)c3ccccc23)C(=O)NCCCn2ccnc2)cc(OC)c1OC	-1%	-6%	19%	-4%	11	-4%	-34%	-35%	-2%
Cc1ccc(C(=O)Nc2ccncc2)o1	9%	3%	31%	-12%[59 µM]	1	-12%	3%	?	1%
O=C(Nc1cccc(C(=O)Nc2cccc(Br)c2)c1)c1ccccc1	-2%	11%	51%[activator]	?	-5	-10%	-5%	3%	-10%
CCCCNCCOCCOc1ccc(Cl)cc1Br	4%	-3%	-14%	7.9µM*	5	7%	4.5µM*	79µM*	0%
CCOc1ccc(NC(=O)CN(C)C(=O)c2cc(S(=O)(=O)N(C)C)ccc2N2CCCC2)cc1OCC	8%	-2%	16%	-25%	0	.	-1%	10%	-8%
CC(OC(=O)Cn1[nH]c(=O)c2ccccc2c1=O)C(=O)c1ccccc1 (stereo unspecified)	-17%	-2%	30%	2%	-4	4%	-11%	-19%	3%
COc1ccc(Br)cc1C(C[N+](=O)[O-])c1c(N)n(C)c(=O)n(C)c1=O (stereo unspecified)	11%	?	32%	.	-1	12%	-11%	?	1%
CCN1CCN(CCNC(=O)c2ccc(CS(=O)(=O)c3ccccc3C)o2)CC1	9%	-3%	20%	-26%[59 µM]	-1	-2%	-14%	26%	-3%
CCCOc1c(Br)cc(C(=O)OCC(=O)NC2CC2)cc1OC	1%	-8%	37%	9%[2.33 µM]	0	8%	-3%	6%	i
COc1ccc(C2C(=O)N(C3CCCCC3)CC(=O)N2Cc2ccco2)cc1 (stereo unspecified)	-1%	3%	9%	25µM*	-6	3%	-30%	-5%	-6%
COCc1cc(=O)[nH]c(SCC(=O)Nc2ccccc2)n1	1%	5%	16%	0%	5	6%	-5%	-3%	-8%
O=C(O)c1ccc(Cn2c(SCc3ccc(F)cc3)nc3ccncc32)cc1	1%	0%	50%[activator]	-49%[59 µM]	-1	-12%	8%	-1%	-5%
O=C(C1CCCC1)N1CCN(S(=O)(=O)c2cccc(Cl)c2Cl)CC1	2%	0%	47%[activator]	-6%	0	-3%	-6%	4%	8%
CCC(Sc1nc2cc(OC)c(OC)cc2c(=O)n1CCc1ccc(OC)c(OC)c1)C(=O)NCCOC (stereo unspecified)	-3%	-4%	28%	1%	2	-7%	-10%	11%	4%
Cc1ccc(C(=O)N2CCN(C(=O)C3CCCO3)CC2)cc1 (stereo unspecified)	0%	-2%	26%	3%[12.7 µM]	11	0%	-10%	-4%	0%
O=C(CSc1cn(CC(=O)N2CCOCC2)c2ccccc12)Nc1ccccc1F	-2%	2%	6%	-10%[59 µM]	-1	-1%	-9%	-8%	-4%
COC(=O)c1cc2occc2n1CC(=O)Nc1cccc(SC)c1	-7%	-7%	20%	8%[59 µM]	-4	-2%	-13%	-12%	0%
O=C(COC(=O)/C=C/c1cc(Br)ccc1F)Nc1ccc2[nH]c(=O)[nH]c2c1	6%	4%	20%	?	-1	-4%	-6%	0%	0%
Cc1csc(CNc2ncnc3ccc(-c4ccc5c(c4)OCO5)cc23)c1	1%	2%	77%[activator]	4%[12.7 µM]	-3	.	-14%	3%	-8%
Cc1ccc(CNC(=S)N2CCOCC2)cc1	-1%	3%	42%[activator]	12%	-1	-14%	-7%	-2%	-9%

Arranged by the number under PI4K2A block (high to low): 3 of the compounds above.
molecule | PI4K2A block
Cc1onc(-c2c(Cl)cccc2Cl)c1C(=O)N=C(N)N1CC(C)OC(C)C1 (stereo unspecified) | 4
O=C(CSc1cn(CC(=O)N2CCOCC2)c2ccccc12)Nc1ccccc1F | -1
COc1ccc(C2C(=O)N(C3CCCCC3)CC(=O)N2Cc2ccco2)cc1 (stereo unspecified) | -6

Random draw from the library. About 11% of those tested had a hit in this group.
